From PubChem BioAssay
NOD1 inhibition – NOD1 signaling inhibitors, primary screen, cell-based, luminescence, uHTS (AID 1578). NOD1-driven NF-kB luciferase reporter cells, luminescence; higher % means a stronger effect. inhibition, % at 4 µM; hits with a dose series show EC50 in µM. 1% of 290,000 active; in the data active means inhibition mostly above about 36%, no sharp cut-off; inactive means mostly below about 34%;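 further: HEK-293T reporter cells stimulated with the NOD1 agonist gamma-tri-DAP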
HEK293 NOD2/NF-kB – NOD2 signaling inhibitors, cell-based, luminescence, uHTS, HEK293 (AID 1566) | 0.63% of 290,000 active | HEK293 NOD2/NF-kB luciferase reporter, luminescence; higher % means a stronger effect | one-dose inhibition, % at 4 µM; EC50 in µM for titrated hits; in the data active means inhibition above about 50%; further: many of its hits are not listed in these tables
Active calls of the source: *. This is a subset, so the mix of outcomes need not match the whole.

HEK293 NOD2/NF-kB	NOD1 inhibition	SMILES
11%	-26%	Cc1cc(C)c(C#N)c(Nc2cccc(C)c2C)n1
4%	5%	CC1CCCCN1C(=O)CCS(=O)(=O)c1cc2c(cc1Cl)NC(=O)CO2 (centres undefined)
17%	-3%	Cc1nn2c(-c3ccccc3)ccnc2c1Br
28%	-12%	CC1=C(C(=O)Nc2cccc(C(=O)NC3CCCC(C)C3C)c2)SCCO1 (centres undefined)
6%	-13%	CC(C)(C)c1cc(NS(=O)(=O)c2cccs2)no1
-20%	-31%	COc1ccc(NC2=NCCCCC2)cc1
-41%	-15%	COc1cccc2oc3cc(C#Cc4ccccn4)ccc3c(=O)c12
-3%	0%	COc1ccc(NC(=O)CS(=O)(=O)c2ccccc2)cc1
-3%	-22%	O=C(CSc1nc2ccc(NC(=O)c3ccccc3C(=O)O)cc2s1)Nc1ccc(F)c([N+](=O)[O-])c1
1%	-7%	CCc1cc(=O)oc2c(C)c(OCC(=O)N3CC[C@@]4(O)CCCC[C@H]4C3)ccc12
-36%	-37%	Cc1ccccc1-c1cccc(CN2CCN(C)C(CCO)C2)c1 (centres undefined)
6%	-49%	O=C(O)/C(=C\c1ccco1)NC(=O)c1ccco1
6%	-9%	Cc1cccc(Nc2nc(-c3sc(C)nc3C)cs2)c1
11%	-7%	CN1CCN(CCn2c(=S)[nH]c3ccccc3c2=O)CC1
15%	-52%	Cc1ccc(C(C)C)cc1OCCn1cncn1
11%	1%	CC(=O)N(Cc1cc(=O)[nH]c2ccccc12)c1ccccc1C
21%	-16%	COc1cccc(CNC(=O)Cn2c(=O)c3cccn3c3ccccc32)c1
-9%	-11%	Cc1ccc(O)c(-c2[nH]ncc2C(=O)c2ccc(Br)cc2)c1
11%	1%	Cc1cccc(NC(=O)C2CCCN(c3ncnc4c3nc3n4CCCCC3)C2)n1 (centres undefined)
16%	32%	Cc1ccc(NC(=O)CCS(=O)(=O)c2ccc(Br)s2)cc1
6%	-32%	CCN1CCN(S(=O)(=O)c2ccc(C(=O)Nc3sc4c(c3C(N)=O)CCN(CC)C4)cc2)CC1
15%	-20%	CC(C)(C)NC(=O)C1CCN(S(=O)(=O)c2cccc3nsnc23)CC1
16%	11%	COc1ccc(NS(=O)(=O)c2ccc3c(c2)N(C(C)=O)CCO3)c(OC)c1
8%	32%	COc1ccc(C(CNC(=O)Cc2ccc3ccccc3c2)N(C)C)cc1 (centres undefined)
14%	1%	Cc1ccc(NS(=O)(=O)c2ccc(C(=O)NCc3ccccn3)cc2)cc1

HEK293 NOD2/NF-kB	NOD1 inhibition	SMILES
1%	-28%	Cc1cc(C(=O)NNC(=O)c2c(-c3c(Cl)cccc3Cl)noc2C)no1
15%	-24%	CN(CCOc1ccccc1)C(=O)C1CCC(=O)N(CCCN2CCOCC2)C1 (centres undefined)
18%	8%	Cc1ccc(CNC(=O)c2nnc(CS(=O)(=O)c3ccccc3)o2)cc1
0%	-16%	CCC(=O)c1ccc(OCC(=O)OCC(=O)NC2CCCCCCC2)cc1
4%	-13%	Cc1[nH][nH]c(=O)c1C(c1ccc(Br)cc1)c1c(C)[nH][nH]c1=O
-4%	6%	CC[C@H]1OC(=O)[C@H](C)[C@@H](O[C@H]2C[C@@](C)(OC)[C@@H](O)[C@H](C)O2)[C@H](C)[C@@H](O[C@@H]2O[C@H](C)C[C@H](N(C)C)[C@H]2O)[C@](C)(O)C[C@@H](C)C(=NOCOCCOC)[C@H](C)[C@@H](O)[C@]1(C)O
-16%	-19%	CNC(=S)N1N=C(c2cccs2)CC1c1ccc(F)cc1 (centres undefined)
11%	-17%	O=C(C1CCN(c2nc(-c3ccccc3)nc3c2CCC3)CC1)N1CCC(O)CC1
3%	-16%	O=C(Nc1cccc(Cl)c1Cl)c1ccccc1OCC(=O)N1CCOCC1
0%	-50%	CC(C)(C)c1ccc(C2C(C(=O)c3ccco3)=C(O)C(=O)N2CC2CCCO2)cc1 (centres undefined)
16%	-3%	O=[N+]([O-])c1ccc(Nc2ccccc2O)c2nonc12
12%	-15%	CCC1CCCCN1CCCNC(=O)C1CCN(S(=O)(=O)N2CCC3(CC2)OCCO3)CC1 (centres undefined)
-28%	-5%	NC(=O)c1ccccc1OCc1nnc(-c2ccccc2Br)o1
-6%	-28%	CCN(CC)C(=O)C1CCN(Cc2ccc(OCc3ccccc3)cc2)CC1
-4%	-38%	Cc1cc(OCC(=O)NC2CC2)c2c(C)cc(=O)oc2c1
-8%	-5%	O=C1CCC(C(=O)N2CCCC2)CN1Cc1cccc(C(F)(F)F)c1 (centres undefined)
27%	13%	O=C(c1ccc2c(c1)N(Cc1ccc(F)cc1)CCS2)N1CCOCC1
13%	-9%	CCc1nc(SCC(=O)OC)c2c3c(sc2n1)COC(C)(C)C3
54%*	26%	Cc1ccc(NC(=O)CSc2ccc3c(c2)OCCO3)c(O)c1
18%	-20%	O=C(CCN1N=C(c2ccccc2)CCC1=O)NC1CCCC1
0%	-31%	CCOc1ccccc1N1CCN(C(=O)c2ccc(OCC(=O)N3CCOCC3)c(OC)c2)CC1
4%	-15%	CCCN(CC1CCCO1)C(=O)c1cc(COc2ccc(F)cc2F)on1 (centres undefined)
3%	-25%	O=C(COc1ccc(S(=O)(=O)N2CCOCC2)cc1Cl)NC1CCCCC1
1%	-33%	Cc1cccnc1NC(=O)c1ccc(Cl)c(S(=O)(=O)N2CCCC2)c1
4%	-42%	CCc1nnc(SCC(=O)NC2CC2)n1CC

4 of the entries above in order of the NOD1 inhibition value, highest first.
compound,HEK293 NOD2/NF-kB,NOD1 inhibition
Cc1ccc(CNC(=O)c2nnc(CS(=O)(=O)c3ccccc3)o2)cc1,18%,8%
O=[N+]([O-])c1ccc(Nc2ccccc2O)c2nonc12,16%,-3%
CCCN(CC1CCCO1)C(=O)c1cc(COc2ccc(F)cc2F)on1 (centres undefined),4%,-15%
CN(CCOc1ccccc1)C(=O)C1CCC(=O)N(CCCN2CCOCC2)C1 (centres undefined),15%,-24%

(listing goes on)
HEK293 NOD2/NF-kB	NOD1 inhibition	SMILES
2%	-24%	CCOc1ccccc1OCCn1nc2ccccc2n1
-38%	-59%	Cc1ccnc(NC(=O)CCc2c[nH]c3ccccc23)c1
0%	28%	CCCCCCOc1ccc(N2C(=O)CC(SCCN)C2=O)cc1 (centres undefined)
7%	0%	COc1ccc(C(=O)N2CCN(c3ncccn3)CC2)cc1
5%	-22%	Cc1ccc(-n2ncc3c2CC(C)(C)CC3NC(=O)CCCN2CCCC2=O)cc1 (centres undefined)
17%	-13%	Cc1cc(Br)ccc1NC(=O)c1sc2ncn(CC(=O)N3CCN(c4ccccn4)CC3)c(=O)c2c1C
-4%	-16%	COc1cccc(CNC(=O)C2CCN(S(=O)(=O)N3CCC(C)CC3)CC2)c1
-25%	13%	O=C(CSc1nncc2ccccc12)Nc1ccc(F)cc1
7%	-33%	CC(C)S(=O)(=O)c1csc(C(=O)NNC(=O)Nc2ccccc2)c1Cl
3%	-15%	CCOC(=O)N1CCN(C(=O)C2CCN(S(=O)(=O)c3cc(Cl)ccc3OCC)CC2)CC1
5%	-8%	Cn1cc(CN2CCC(n3nccc3NC(=O)c3ccccc3Cl)CC2)c2ccccc21
6%	-7%	Cc1nn(C)c(Cl)c1CN1CCC(n2nccc2NC(=O)C2CCCC2)CC1
5%	-3%	COC(=O)c1cc(C(=O)c2c(C)cc3ccccn23)cc([N+](=O)[O-])c1
1%	-29%	CCn1cc(C(=O)NC(=S)Nc2ccccc2[N+](=O)[O-])cn1
6%	-1%	Oc1ccc(C23CC4CC(CC(C4)C2)C3)cc1O
-11%	-19%	CC(C)Oc1ccc(C2CC(=O)NC2=O)cc1 (centres undefined)
-7%	-38%	CCCCc1nc2cc(C(=O)NCc3nccn3CC)ccc2o1
-4%	-8%	COC(C(=O)NNS(=O)(=O)c1ccc([N+](=O)[O-])cc1)c1ccccc1 (centres undefined)
7%	-32%	C=CCn1c(SCC(=O)N(C)c2c(N)n(Cc3ccccc3)c(=O)[nH]c2=O)nnc1-c1ccccc1OC
8%	-15%	O=C(Cn1ncc2c3ccccc3n(Cc3ccccc3F)c2c1=O)NCC1CCCO1 (centres undefined)
4%	-16%	O=C(NCC1CCCO1)C(=O)N/N=C/c1cccc(Cl)c1 (centres undefined)
-140%	-14%	Cc1cc2ncc(-c3ccccc3)nc2cc1C
-7%	-11%	O=C(NCc1ccco1)/C(=C/c1ccc([N+](=O)[O-])cc1)NC(=O)c1ccco1
-4%	-17%	CCOCCCNC(=O)CCn1nc(-c2ccc(Cl)cc2)ccc1=O
-52%	-47%	Cc1c(C(=O)Nc2cc(F)ccc2F)sc2nc3n(c(=O)c12)CCCCC3

Single records (already shown). Screens in order: HEK293 NOD2/NF-kB | NOD1 inhibition
CCOCCCNC(=O)CCn1nc(-c2ccc(Cl)cc2)ccc1=O in the list: -4% | -17%
COc1ccc(C(=O)N2CCN(c3ncccn3)CC2)cc1 in the list: 7% | 0%
CC(C)Oc1ccc(C2CC(=O)NC2=O)cc1 (centres undefined) in the list: -11% | -19%

The list goes on:
HEK293 NOD2/NF-kB	NOD1 inhibition	SMILES
13%	-26%	COc1ccc(C(=O)N2CCCC(Nc3ccc(F)c(F)c3)C2)c(OC)n1 (centres undefined)
5%	-70%	CCOc1ccccc1NC(=O)CCNS(=O)(=O)c1cccc2nsnc12
18%	-48%	O=C(/C=C/c1c(F)cccc1Cl)NCCCN1CCOCC1
7%	-23%	CCCCn1c(N)c(N(CC(C)C)C(=O)c2ccc3c(c2)NC(=O)C(C)S3)c(=O)[nH]c1=O (centres undefined)
-11%	19%	O=C1C(=O)N(Cc2cccnc2)C(c2cccc(F)c2)/C1=C(/O)c1ccc2c(c1)OCO2 (centres undefined)
18%	-19%	CCOc1cc(OCC)cc(C(=O)NCc2ccco2)c1
7%	-2%	CCOc1ccc(N(CC(=O)NN=C2CCN(C)CC2)S(=O)(=O)c2ccc(Br)cc2)cc1
13%	-5%	CC1CCCN(C2(O)C(=O)Nc3ccc(Cl)cc32)C1 (centres undefined)
-36%	-53%	COc1ccc(Cc2nc3ccc(C(=O)N4CCCC4)cc3o2)cc1
-1%	-9%	Cc1ccc(S(=O)(=O)Nc2c(NC3CCCCC3)c3ccccc3oc2=O)c(C)c1
-6%	-11%	CCOC(=O)N1CCC(Nc2c([N+](=O)[O-])cc(C(=O)O)cc2[N+](=O)[O-])CC1
1%	-9%	Cc1ccccc1CN1CCCC(C(=O)N2CCCCC2)C1 (centres undefined)
5%	-27%	COc1ccc(CNC(=O)[C@@H](NC(=O)C2CCN(C(=O)[C@@H](N)CCSC)CC2)C(C)C)cc1
6%	-6%	C=CCOc1cccc(C2NC(=O)c3ccccc3O2)c1 (centres undefined)
6%	-19%	COc1cc(NC(=O)CC(C)S(=O)(=O)c2ccc3c(c2)NC(=O)CO3)cc(OC)c1OC (centres undefined)
-6%	-10%	O=C(N/N=C\c1cccc(F)c1)c1ccc(-c2ccccc2)cc1
1%	0%	CN(c1ccccc1)S(=O)(=O)c1ccc2[nH]c(=O)[nH]c2c1
7%	-50%	NC(=O)CSc1nnc(NC(=O)C2CC(=O)N(c3ccc(F)cc3)C2)s1 (centres undefined)
12%	1%	C=CCc1ccc(OCC(O)CN2CCN(c3ccccc3OC)CC2)c(OC)c1 (centres undefined)
17%	-8%	COc1ccc(CC(=O)NCC(=O)N=Nc2c(O)[nH]c3ccccc23)cc1
-8%	-47%	O=C(/C=C/c1cccc(F)c1)NCc1ccc2c(c1)OCO2
33%	-15%	CCOc1ccc(CN2CCC(n3nccc3NC(=O)CCCc3ccccc3)CC2)cc1
27%	9%	CCOC(=O)c1sc(NC(=O)c2ccoc2C)c(C(N)=O)c1C
-8%	1%	COc1ccc(C(=O)NNC(=O)CCC(=O)NNC(=O)c2ccc(OC)cc2)cc1
-6%	13%	Cc1cccc(CC(=O)NC2CCCCCC2)c1

Copied from the list.
HEK293 NOD2/NF-kB, CC1CCCCN1C(=O)CCS(=O)(=O)c1cc2c(cc1Cl)NC(=O)CO2 (centres undefined) → 4%
HEK293 NOD2/NF-kB, Cc1ccccc1CN1CCCC(C(=O)N2CCCCC2)C1 (centres undefined) → 1%

3 entries picked at random from those above, as already listed:
HEK293 NOD2/NF-kB	NOD1 inhibition	SMILES
5%	-27%	COc1ccc(CNC(=O)[C@@H](NC(=O)C2CCN(C(=O)[C@@H](N)CCSC)CC2)C(C)C)cc1
-36%	-53%	COc1ccc(Cc2nc3ccc(C(=O)N4CCCC4)cc3o2)cc1
-11%	19%	O=C1C(=O)N(Cc2cccnc2)C(c2cccc(F)c2)/C1=C(/O)c1ccc2c(c1)OCO2 (centres undefined)

Additional compounds:
HEK293 NOD2/NF-kB	NOD1 inhibition	SMILES
1%	-42%	CC(=O)c1ccc(NC(=O)c2sc3nc4n(c(=O)c3c2C)CCCCC4)cc1
16%	4%	C=CCOc1cccc(C(=O)N2CCCC(Nc3ccc4c(c3)OCCO4)C2)c1 (centres undefined)
5%	8%	Cc1cccc(OC(C)C(=O)Nc2ccccc2C(=O)N2CCCCC2)c1 (centres undefined)
8%	-5%	COc1ccc(CCNC(=O)c2ccccc2NS(=O)(=O)c2c(F)cccc2F)cc1
16%	0%	CNC(=S)N/N=C/c1c2ccccc2c(Cl)c2ccccc12
1%	45%	CCN1C(=O)[C@H]2[C@@H](c3ccc(C)cc3)N3C(=O)N(c4cccc(C)c4)C(=O)[C@@]3(Cc3ccccc3)[C@H]2C1=O
4%	-16%	CCN(CC)CCC(=O)N1c2ccccc2CCc2ccc(NC(=O)OC(C)C)cc21
7%	-7%	O=C(NC12CC3CC(CC(C3)C1)C2)c1ccc(Br)o1
10%	-9%	COc1ccc(S(=O)(=O)N2c3ccccc3OCC2CC(=O)O)cc1 (centres undefined)
2%	-3%	COCCNC(=S)N(CCc1c(C)[nH]c2ccc(OC)cc12)Cc1cccnc1
-2%	15%	COc1cc(C(C)=O)ccc1OCCCOc1cccc2cccnc12
2%	-11%	O=C(Nc1c[nH]c(=O)[nH]c1=O)c1cc([N+](=O)[O-])cc([N+](=O)[O-])c1
